# Screening data from PubChem.
# RmlC RmlD mix: RmlC and RmlD coupled enzyme inhibitors, primary screen, biochemical, 384-well, compound mixtures, retest; 0.39% of 110,000 active; inhibition, % at 5.5 µM; RmlC/RmlD coupled enzyme inhibition, 384-well mixture HTS; in the data active = inhibition above about 30%, passing the limit was not always enough; also: strong numbers were not always called active
# HIV RNase H inh: HIV-1 RT RNase H inhibitors, primary screen, biochemical, fluorescence; RT-RNase H RNA/DNA duplex cleavage; inhibition, % at 10 µM; 1.9% of 65,000 active; AID 565, 2006; in the data active = inhibition above about 50%
# Active calls of the source: *; / = not tested or not shown. This is a subset (hit frequency here may not be typical).
SMILES,RmlC RmlD mix,HIV RNase H inh
COc1cccc(C2/C(=C(\O)c3ccc4c(c3)OCCO4)C(=O)C(=O)N2CCN(C)C)c1 (centres undefined),-6,-1
O=C(CCNS(=O)(=O)c1cccc2nsnc12)N1CCc2ccccc21,3,-54
COc1ccc(Sc2ccccc2CN(C)C)cc1OC,5,/
Cn1c(=O)c2cn3c(c2n(C)c1=O)C(c1ccccc1)CC(c1ccccc1)=N3 (centres undefined),-5,-7
O=[N+]([O-])c1ccc(N2CCN(C(=S)NC3CCCCC3)CC2)cc1,-13,/
COc1ccc(NC(=O)NCc2ccncc2)cc1,2,/
CN1CCN(CCCNC(=O)c2cc3c(=O)oc4ccccc4c3s2)CC1,14,-8
CC(=O)c1c(C)[nH]c(C(=O)COC(=O)CN(C)S(=O)(=O)c2ccc(Cl)cc2)c1C,-11,/
COc1ccc(CCNC(=O)c2cc(C(C)C)on2)cc1OC,-12,-6
CCOC(=O)N1CCN(S(=O)(=O)c2cc(Br)cc3c2N(C(=O)CC)CC3)CC1,-17,2
COc1ccc(C2C(C(=O)NC(C)C)c3ccccc3C(=O)N2C)cc1OC (centres undefined),/,-7
O=C1CCc2cc(S(=O)(=O)N3CCN(c4cccc(Cl)c4)CC3)ccc2N1,8,9
Cn1cnnc1SCC(=O)N1CCC(Cc2ccccc2)CC1,8,-5
O=S(=O)(Nc1cccc2cn[nH]c12)c1ccc(F)cc1,-7,-4
Cc1ccccc1-c1nc(CS(=O)(=O)CC(=O)NCCCN2CCCC2)c(C)o1,1,-5
Cn1c(=O)c2c(nc(SCC(=O)O)n2Cc2cccc(C(F)(F)F)c2)n(C)c1=O,-24,45
O=c1c2ccccc2nc(-c2ccccc2)n1-c1ccncc1,2,/
CC(C)NC(=O)C(C)n1cccc1C(=O)c1ccccc1 (centres undefined),4,-16
O=S(=O)(c1ccc(Nc2ccc(-c3ccc4c(c3)OCCO4)nn2)cc1)N1CCCC1,-5,/
COC(=O)Cc1ccc(NC(=O)c2ccc(C(C)(C)C)cc2)cc1,-4,/
CN(C)c1nc2n(c(=O)n1)C(C#N)CS2 (centres undefined),-13,1
Cc1ccc2[nH]c(=O)c(C(c3nnnn3C(C)(C)C)N(Cc3ccco3)CC3CCCO3)cc2c1 (centres undefined),-18,7
O=C(NC1CCCC1)c1cnn2c(C(F)(F)F)cc(-c3ccc4c(c3)OCO4)nc12,43,5
CCOC(=O)Cc1nc2ccccc2[nH]1,10,3
CC(Sc1nnc(-c2ccc(C(C)(C)C)cc2)n1C)C(N)=O (centres undefined),-14,/
COc1cc(C(=O)N2CCN=C2c2ccccc2)cc(OC)c1OC,-8,-9
CCCc1nc2ccc(NC(=O)NCCC(=O)OCC)cc2c(=O)n1Cc1cccc(Cl)c1,-10,/
COC(=O)c1ccc(N2CCN(C)CC2)c(NC(=O)COc2ccc(OC)cc2)c1,1,1
O=C1CC(=O)CC(c2ccccc2Cl)C1,9,-1
O=C(NCc1ccc2c(c1)OCO2)c1cccc(S(=O)(=O)N2CCOCC2)c1,9,-18
Cc1nn(Cc2ccc([N+](=O)[O-])cc2)c(=O)n1-c1ccc(F)cc1,-6,/
Brc1ccccc1OCCCCCN1CCCC1,-3,/
Cc1cccc2nc(Cn3c(=O)n(CCC(=O)NCc4ccco4)c(=O)c4sccc43)cc(=O)n12,-9,1
Cc1ccc(S(=O)(=O)/N=C(\CN2CCOCC2)N2CCOCC2)cc1,2,/
CCc1cccc2c(C=C(C#N)C#N)cn(CC(=O)N3CCCCCC3)c12,14,/
O=C(NCc1ccco1)c1cnc2ccccn2c1=O,9,-5
Cn1c(CN2CCCC2)nc2cc(NC(=O)Nc3ccccc3)ccc21,-7,5
CSc1nc2ccc(N3C(=O)C4CCCCC4C3=O)cc2s1 (centres undefined),-67,/
Cc1cccc(Cn2c(N(C)CCO)nc3c2c(=O)[nH]c(=O)n3C)c1,-9,-2
COc1cc(C2C(C#N)=C(N)Oc3n[nH]c(-c4ccccn4)c32)cc(OC)c1OC (centres undefined),3,-3
CC(C)(C)c1ccc(OC2=CS(=O)(=O)c3ccccc32)cc1,-10,/
CCc1nnc(NC(=O)CSc2nnc(-c3ccoc3C)n2CC(C)C)s1,-9,4
CCC(=O)OC1CSc2nc3ccccc3n2C1 (centres undefined),5,-3
CC(NC(=O)COc1ccc(/C=N/NS(=O)(=O)c2ccccc2)cc1)c1ccccc1 (centres undefined),-5,/
COC(=O)c1cc(C(C)=O)n2ccccc12,-10,/
COC(=O)CNS(=O)(=O)c1ccc(Cc2ccc(S(=O)(=O)NCC(=O)OC)cc2)cc1,67,-34
O=C(CSc1ncn[nH]1)Nc1ccccc1-c1ccccc1,-4,/
COc1ccc(C2C3=C(CC(C)(C)CC3=O)Nc3cc4c(cc32)OCO4)cc1 (centres undefined),-29,/
Cc1ccc(/C(N)=N/OC(=O)c2cccc(F)c2)cc1,-9,/
O=C(Nc1ccccc1)c1ccc(S(=O)(=O)NCc2ccco2)cc1,85,0
# Further results follow.
SMILES,RmlC RmlD mix,HIV RNase H inh
Cc1cc(CN2C(=O)c3ccccc3C2=O)no1,/,-5
O=C(NCc1ccccc1)C1=C[C@H](c2ccc(Br)cc2)C[C@H](OCCCCO)O1,-11,/
CC(C)CCP(=O)(O)c1ccccc1,8,/
CC(C)CC(=O)NCCCN1CCN(CCCNC(=O)CC(C)C)CC1,-19,/
O=C(CSc1nc2cc(Cl)ccc2s1)N1CCCc2ccccc21,-89,/
CCn1ncc(C2=NOC(C(=O)NCC(C)C)C2)c1C (centres undefined),-12,/
O=C(OCC1O[C@@H](OC(=O)c2cc(O)c(O)c(O)c2)[C@@H](OC(=O)c2cc(O)c(O)c(O)c2)[C@@H](OC(=O)c2cc(O)c(O)c(O)c2)[C@@H]1OC(=O)c1cc(O)c(O)c(O)c1)c1cc(O)c(O)c(O)c1 (some centres undefined),28,/
CCC1(CC)C(=O)NC(=O)NC1=Nc1cccc(OC)c1,-6,-3
CCNC(=S)N/N=C/c1cc(Br)cc(Br)c1OC,7,/
COc1ccc(N2CCN(CC(=O)Nc3cc4c(cc3C(C)=O)OCO4)CC2)cc1,/,12
CC(C)(C)SCCNC(=O)CN1C(=O)c2ccccc2S1(=O)=O,-13,-5
CCCN(CCC)c1nc(C)cc(C(C#N)c2nc3ccccc3o2)n1 (centres undefined),/,-1
COc1ccc(C2C(C#N)=C(N)Oc3cc(C)n(Cc4ccco4)c(=O)c32)cc1 (centres undefined),5,/
CC(C)N(Cc1nc(-c2ccccc2)no1)C(=O)C1CCCCC1,2,/
CCOCCCNC(=O)CN1C(=O)CSc2ccccc21,/,-11
Cc1cc(NC(=O)COc2ncnc3sc(C)c(C)c23)no1,-13,3
CCCOP(=O)(c1ccc(N(C)C)cc1)C(O)c1ccccc1OC (centres undefined),5,2
Cn1c(=O)c2c(nc(N3CCN(c4ccccn4)CC3)n2Cc2ccccc2Cl)n(C)c1=O,-10,/
CC1CC(NC(=O)c2ncn[nH]2)CC(C)(C)C1 (centres undefined),-13,/
CN(C)S(=O)(=O)c1ccc(/C(O)=C2/C(=O)C(=O)N(Cc3cccnc3)C2c2ccco2)cc1 (centres undefined),19,27
Cc1cc(=O)n2nc(-c3ccccc3)sc2c1C#N,12,-43
CC(C(=O)N1CCCCC1)n1sc2ccccc2c1=O (centres undefined),-8,-16
CCOC(=O)N1CCN(C(=O)CSc2nnc(CNC(=O)c3c(F)cccc3Cl)o2)CC1,-11,0
COC(=O)CSc1nnc(-c2ccncc2)n1N,-10,-4
CCCOc1ccc(N2C(=O)CC(N3CCN(c4nc5ccccc5s4)CC3)C2=O)cc1 (centres undefined),-10,11
CS(=O)(=O)N(Cc1ccco1)Cc1ccccc1Cl,-17,-44
O=C(O)CCCC(=O)OCCCCc1cccs1,-17,-1
CNCc1ccccc1OCC(=O)Nc1ccccc1OC,11,/
Cc1cc(Cl)cc(Br)c1OCCCN1C(=O)NC(C)(C)C1=O,-3,/
COc1ccc2c(c1)[C@]13CCCCC1C(C2)N(C)CC3 (some centres undefined),-11,/

# 16 compounds out of the list, sorted by length of the SMILES, high to low.
SMILES,RmlC RmlD mix,HIV RNase H inh
O=C(OCC1O[C@@H](OC(=O)c2cc(O)c(O)c(O)c2)[C@@H](OC(=O)c2cc(O)c(O)c(O)c2)[C@@H](OC(=O)c2cc(O)c(O)c(O)c2)[C@@H]1OC(=O)c1cc(O)c(O)c(O)c1)c1cc(O)c(O)c(O)c1 (some centres undefined),28,/
CN(C)S(=O)(=O)c1ccc(/C(O)=C2/C(=O)C(=O)N(Cc3cccnc3)C2c2ccco2)cc1 (centres undefined),19,27
Cn1c(=O)c2c(nc(N3CCN(c4ccccn4)CC3)n2Cc2ccccc2Cl)n(C)c1=O,-10,/
CCOC(=O)N1CCN(C(=O)CSc2nnc(CNC(=O)c3c(F)cccc3Cl)o2)CC1,-11,0
CCCOc1ccc(N2C(=O)CC(N3CCN(c4nc5ccccc5s4)CC3)C2=O)cc1 (centres undefined),-10,11
COc1ccc(N2CCN(CC(=O)Nc3cc4c(cc3C(C)=O)OCO4)CC2)cc1,/,12
CCCN(CCC)c1nc(C)cc(C(C#N)c2nc3ccccc3o2)n1 (centres undefined),/,-1
CCCOP(=O)(c1ccc(N(C)C)cc1)C(O)c1ccccc1OC (centres undefined),5,2
COc1ccc2c(c1)[C@]13CCCCC1C(C2)N(C)CC3 (some centres undefined),-11,/
CCC1(CC)C(=O)NC(=O)NC1=Nc1cccc(OC)c1,-6,-3
CC1CC(NC(=O)c2ncn[nH]2)CC(C)(C)C1 (centres undefined),-13,/
Cc1cc(=O)n2nc(-c3ccccc3)sc2c1C#N,12,-43
CCOCCCNC(=O)CN1C(=O)CSc2ccccc21,/,-11
CNCc1ccccc1OCC(=O)Nc1ccccc1OC,11,/
COC(=O)CSc1nnc(-c2ccncc2)n1N,-10,-4
O=C(O)CCCC(=O)OCCCCc1cccs1,-17,-1

# Going on with the list:
SMILES,RmlC RmlD mix,HIV RNase H inh
Cn1c(=O)n(C)c2cc(NS(C)(=O)=O)ccc21,4,-19
CCCCCCNC(=O)Cc1nc2nc(C)cc(C)n2n1,-6,-2
CN1C2C=C3C(C#N)=C(N)C(C#N)(C#N)[C@@H](c4cccc(F)c4)[C@@H]3C1CC2 (some centres undefined),4,/
Cc1cc(C)nc(NS(=O)(=O)c2ccc(NC(=S)NC(=O)C(C)C)cc2)n1,7,/
O=c1[nH]c(Cn2nnc(-c3ccccc3)n2)nc2scc(-c3ccccc3)c12,-15,53*
Cc1ccc(C)c(C(=O)CSc2n[nH]c(C(C)C)n2)c1,-10,-73
C#CCNC(=O)C1=C[C@H](C2CCCCC2)C[C@H](OCc2ccc(CO)cc2)O1,-10,/
Cc1cc2nc(C3CCCN(C(=O)NCc4ccccc4)C3)[nH]c2cc1C (centres undefined),4,/
C=CCn1c(SCc2c(C)noc2C)nnc1C1COc2ccccc2O1 (centres undefined),29,-19
COc1ccc(CC(=O)n2nc(-c3ccccc3)nc2NCc2ccco2)cc1,/,4
O=C(c1ccco1)N1CCN(CCCCN2C(=O)c3ccccc3C2=O)CC1,-183,1
COCC(=O)N(C)c1nnc(-c2cnccn2)s1,27,6
CCn1c(CC(=O)Nc2ccc(C)cc2)nnc1SCC(=O)N1CCN(c2ccccc2)CC1,7,3
Cn1c(=O)n(Cc2ccc(Cl)cc2)c2ccccc21,-12,/
CC1CCc2nc(NC(=O)CN3CCN(c4ccccc4)CC3)sc2C1 (centres undefined),5,3
O=C(CN(Cc1ccco1)C(=O)Cn1nnc(-c2ccc(F)cc2)n1)NC1CCCC1,/,-3
CCC(c1nnc(SCc2nc3ccccc3s2)n1Cc1ccccc1)N(C)C (centres undefined),-8,-24
N/C(=N\OC(=O)CCC1CCCCC1)c1ccccn1,-8,/
COc1ccc(CCNC(=O)C2CCN(Cc3nc(-c4ccccc4C)oc3C)CC2)cc1OC,-77,3
COc1ccc(S(=O)(=O)CCC(=O)Nc2c(C)n(C)n(-c3ccccc3)c2=O)cc1,9,-15
O=C(Cn1c(CN2CCCCC2)nc2ccccc2c1=O)NCc1ccco1,10,2
CN1CCC(C2(O)c3ccccc3CSc3sccc32)CC1 (centres undefined),-14,/
O=C(Cc1ccccc1)Nc1ccccc1CO,9,-1
CCOc1cc(NS(C)(=O)=O)c(OCC)cc1NC(=O)c1cccs1,-12,-7
CC(C)CN(C(=O)CSc1nncs1)c1c(N)n(CC(C)C)c(=O)[nH]c1=O,7,/
COc1ccc(NC(=O)CCS(=O)(=O)c2ccccc2)c(OC)c1,7,/
Cc1ccc[n+](CC(=O)c2cc3ccccc3oc2=O)c1,-61,/
COc1cc(-c2nnc(-c3cccnc3)o2)cc(OC)c1OC,-24,-15
CCOC(=O)C1CCCN(C/C(O)=C(\C#N)c2nc(-c3ccccc3)cs2)C1 (centres undefined),-12,4
CCOC(=O)Cc1nnc2c(Nc3ccc(C)cc3)nc3nonc3n12,-8,-1
CCC(C)NC(=S)NNC(=O)c1ccc(C(C)(C)C)cc1 (centres undefined),7,/
O=C(Cn1ccc([N+](=O)[O-])n1)NCc1ccco1,-9,/
COc1ccc(C2CC(O)(c3ccccc3)Oc3c(C)ccc(C)c32)cc1 (centres undefined),-11,/
CC(=O)OCC(=O)Nc1ccc(C(C)=O)cc1,-10,/
CC(C)NC(=O)COC(=O)c1cc(F)c(F)cc1Cl,-19,/
CCCSc1cc(N2CCOCC2)nc(-c2ccccc2Cl)n1,9,/
CCC(C)[C@H](NC(=O)NCc1cccs1)C(=O)O (some centres undefined),-10,-4
C=CCNC(=O)c1c(N)n(CCN2CCOCC2)c2nc3ccccc3nc12,18,/
CCCCSC(=O)Nc1ccccc1,-10,-19
C#Cc1ccc([C@@H]2C=C(C(=O)NC3CC3)O[C@H](OCC)[C@H]2CCCO)cc1,-7,/
COc1ccccc1NS(=O)(=O)c1cccc(C(=O)N/N=C(\C)c2ccc(-n3ccnc3)cc2)c1,-11,/

# Full records from above. Screens in order: RmlC RmlD mix	HIV RNase H inh
# CCCSc1cc(N2CCOCC2)nc(-c2ccccc2Cl)n1 across the screens: 9	/
# COc1ccc(C2CC(O)(c3ccccc3)Oc3c(C)ccc(C)c32)cc1 (centres undefined) across the screens: -11	/
